ELG1 genotox: inducers of genotoxicity in HEK293T ELG1-luciferase cells | Potency, µM (titrated, usually from 46 µM), inactives show at the highest dose activity change, positive = activation, most hits filed as activators | HEK293T ELG1-luciferase reporter, luminescence, 16 h | actives 1.3% (n = 330,000); also: potency is read from the fitted curve at half-maximal effect; % of control where 0% means no effect; nearly all actives have a fitted effect of over 60% in size
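After overnight (16 hr) compound treatment at 37 °C, ELG1-luciferase HEK293T cells were lysed with ONE-Glo; luminescence quantified 30 min later at room temperature.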
BRCA1 expr act: increases BRCA1 expression; MCF7-BRCA1-FFLuc reporter, luminescence, 48 h; response scale: scaled: vehicle 0%, 10 µM genistein 100%; Potency, µM (titrated, usually from 46.1 µM), for inactives: at the top dose activation, actives largely listed as activators; actives 1.1% (n = 380,000); AID 624202; also: potency is read from the fitted curve at half-maximal effect; nearly all actives have a fitted effect of over 80% in size; some results filed as inactive show a strong effect at the top dose
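Luminescence from a BRCA1-driven firefly luciferase in MCF7 cells was read after 48 h compound exposure at 37 C. Data normalized against DMSO and a 10microM genistein activation control, then curve-fitted across the titration.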
uPA generation: blocks generation of uPA at the cell surface; Potency, µM (titrated, usually from 38.3 µM), for the others: at the highest dose activity change, negative = inhibition, most hits filed as inhibitors; AID 540303; actives 0.31% (n = 330,000); cell surface uPA generation assay, qHTS; active = well fitted inhibition curve with a large enough effect; inconclusive = small, poorly fitted or top-dose-only effect; inactive = no such curve, though single readings can be large or run the other way; tested in mouse RAW 264.7 cells; also: potency is read from the fitted curve at half-maximal effect; % is scaled to controls: 0 for no effect and ±100 for the full control effect; nearly all actives have a fitted effect of over 55% in size
TSG101-PTAP inh: blocks PTAP/TSG101 interaction to inhibit HIV-1 budding | Fluorescence polarization, FITC-PTAP peptide / Tsg101 binding | AID 493005 | 340,000 tested, under 10 active | Q99816 | Potency, µM (doses to about 115 µM), inactives show at the highest dose activity change, negative = inhibition, usual class: inhibitors; active = well fitted inhibition curve with a large enough effect in the main read-out, with a control signal flat, not every such curve was filed as active; inconclusive = small, poorly fitted or top-dose-only effect, or effect the other way, or a change in a side signal; inactive = no such curve, though single readings can be large or run the other way; also: potency is read from the fitted curve at half-maximal effect; % of control where 0% means no effect
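Fluorescence anisotropy tracks displacement of a FITC-tagged PTAP peptide (50 nM) from the Tsg101 binding domain (10 uM), following a 20 min room-temperature incubation at pH 7.5.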
S-ASM inh: blocks human secretory acid sphingomyelinase. actives 0.006% (n = 340,000). Potency, µM (doses to about 57.5 µM), for inactives: at the top dose activity change, negative = inhibition, hits mostly inhibitors. placental ASM, HMU-PC fluorogenic substrate, 60 min. P17405; also: potency is read from the fitted curve at half-maximal effect
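Fluorogenic HMU-PC substrate (9 uM final) is turned over by placental ASM in 60 min at 37 C after a 10 min compound preincubation. Reaction ended by alkaline stop (pH 10), with fluorescence read at 386/447 nm.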
a7 integrin act: activates integrin-mediated alleviation for muscular dystrophy; actives 0.064% (n = 350,000); AID 624291; Potency, µM (doses to about 38.3 µM), inactives show at the highest dose activation, most hits filed as activators; alpha7betagal myoblasts, beta-gal FDG fluorescence, 48 h;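 also: potency is read from the fitted curve at half-maximal effect; 100% = response of the positive control SU9516; nearly all actives have a fitted effect of over 60% in size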
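Alpha7betagal+/- myoblasts (passage 13) were plated 16-24 hr, then exposed to compounds (1:260 dilution of DMSO stock) for 48 hours at 37C. After MPER lysis, β-galactosidase reporter activity was read as FDG fluorescence (ex 480/em 540) after 30 minutes.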
Eya2 phos inh: Eya2 (human) phosphatase inhibition | O00167 | recombinant Eya2, OMFP fluorescence dephosphorylation (OMFP is methylfluorescein phosphate) | actives 0.006% (n = 330,000) | AID 488837 | Potency, µM (highest dose often 76.9 µM), inactives show top-dose activity, negative = inhibition, usual class: inhibitors; also: potency is read from the fitted curve at half-maximal effect; % is scaled to controls: 0 for no effect and ±100 for the full control effect
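Eya2 protein (added as 0.2 uM solution) was preincubated with compound for 10 min at ambient temperature in 50 mM HEPES pH 7.5, 50 mM NaCl, 5 uM MgCl2, 0.05% BSA, 1 mM DTT. OMFP (added at 50 uM) then reacted 10 min; fluorescence read at 485/525 nm.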
p53 reactivator: re-activators of mutant p53 | H1299 p53-A138V BP100-luciferase reporter, luminescence, 24 h | actives 0.063% (n = 320,000) | Potency, µM (titrated, usually from 92.2 µM), for the others: at the top dose activity change, positive = activation, hits mostly activators; also: potency is read from the fitted curve at half-maximal effect; % of control where 0% means no effect; nearly all actives have a fitted effect of over 45% in size
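p53-null H1299 cells stably carrying temperature-sensitive p53-A138V and a BP100-luciferase reporter were pinned with compounds (4-point, 1:5 series) and held 24 hrs at 37 deg C. Luminescence was read 10 min after detection reagent.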
USP2a inh: blocks human ubiquitin-specific protease USP2a. O75604. USP2 core, Ub-CHOP2 coupled fluorogenic reporter, 485/531. Potency, µM (series often up to 38.3 µM), without a hit: at the highest dose activity change, negative = inhibition, most hits filed as inhibitors. actives 0.01% (n = 330,000). AID 463254;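 also: potency is read from the fitted curve at half-maximal effect; plate controls were DMSO wells for no effect and full inhibition by NEM control for full effect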
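Cell-free coupled assay: 10nM USP2 core preincubated 30min RT with compound in Tris-HCl pH 8.0/CaCl2/CHAPS buffer, then 25nM Ub-CHOP2 and 25nM reporter substrate; fluorescence (Ex 485/Em 531) read after 60min RT, normalized to NEM inhibition, concentration-response curves fitted.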
B2AR arrestin: beta2AR (human) beta-arrestin recruitment activity | beta-arrestin recruitment to beta2AR, cell-based reporter | Potency, µM (top dose mostly 46.1 µM), for the others: at the top dose activation, actives largely listed as activators | actives 0.02% (n = 330,000) | AID 492947;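 also: potency is read from the fitted curve at half-maximal effect; 0% = DMSO controls and full agonism = EC100 isoproterenol or metaproterenol; nearly all actives have a fitted effect of over 65% in size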
TRPV1 agonist: human TRPV1 agonism; actives 0.19% (n = 320,000); TRPV1-expressing cells, Fluo-8 calcium influx, agonist mode; activation, % at 8.33 µM; Q8NER1; in the data active = activation above about 80%; inconclusive = between about 30% and that limit; also: 0% is about no effect
Target sequence (Q8NER1 whole entry, looked up): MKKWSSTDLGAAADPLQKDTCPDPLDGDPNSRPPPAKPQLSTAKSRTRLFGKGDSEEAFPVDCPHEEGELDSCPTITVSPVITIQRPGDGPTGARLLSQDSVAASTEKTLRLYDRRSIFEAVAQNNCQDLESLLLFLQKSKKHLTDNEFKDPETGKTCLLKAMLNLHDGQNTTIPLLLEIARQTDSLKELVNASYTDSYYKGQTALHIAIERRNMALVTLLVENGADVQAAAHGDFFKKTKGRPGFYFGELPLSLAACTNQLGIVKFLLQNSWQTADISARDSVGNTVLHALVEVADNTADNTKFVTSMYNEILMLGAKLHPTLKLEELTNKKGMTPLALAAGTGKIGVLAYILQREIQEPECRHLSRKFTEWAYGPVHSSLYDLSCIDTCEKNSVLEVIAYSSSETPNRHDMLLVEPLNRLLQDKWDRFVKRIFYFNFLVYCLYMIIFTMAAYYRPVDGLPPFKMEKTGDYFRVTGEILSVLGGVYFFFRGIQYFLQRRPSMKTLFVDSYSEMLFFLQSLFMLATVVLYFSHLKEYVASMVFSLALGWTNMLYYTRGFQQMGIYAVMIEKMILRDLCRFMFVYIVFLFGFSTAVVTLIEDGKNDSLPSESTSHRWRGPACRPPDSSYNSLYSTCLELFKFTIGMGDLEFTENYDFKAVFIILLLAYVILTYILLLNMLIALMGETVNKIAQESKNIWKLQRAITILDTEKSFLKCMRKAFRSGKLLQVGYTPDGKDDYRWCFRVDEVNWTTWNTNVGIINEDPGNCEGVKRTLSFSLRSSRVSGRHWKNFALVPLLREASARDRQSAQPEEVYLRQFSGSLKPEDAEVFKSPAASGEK
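Fluo-8 calcium influx in TRPV1-expressing cells, kinetic read (ex 480/em 520 nm). Compound added and read 3 min for agonist activity, followed by capsaicin at EC20 final and 2 min further read for enhancement.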
* hit, by the source's call; i = inactive; ? = inconclusive; . = not tested or not shown; [ ] = another dose, or the depositor's remark. Unless noted, calls follow the shape of the dose curve; as a rule, active = well fitted curve in the direction sought with a large enough effect; inconclusive = small, poorly fitted or top-dose-only effect, or another doubt; inactive = no such curve, though single readings can be large; an effect the other way counts as inactive or inconclusive.

Values run as follows: ELG1 genotox | BRCA1 expr act | uPA generation | TSG101-PTAP inh | S-ASM inh | a7 integrin act | Eya2 phos inh | p53 reactivator | USP2a inh | B2AR arrestin | TRPV1 agonist
CSc1ccc(CNC(=O)C2Cc3cc(S(=O)(=O)N4CCCCC4)ccc3N2C(C)=O)cc1 (centres undefined)
    -10% | 0% | -11% | -5% | -6% | 4% | 0% | 6% | 1% | -0.3% | 1
C=CCOc1c(/C=N\NC(N)=O)cccc1OC
    1% | -2% | 4% | -5% | -2% | 11% | 4% | -2% | -1% | 0.1% | -1
Cc1noc(C)c1C(=O)N(CC(C)C)c1nc2ccccc2s1
    -9% | 18% | 3% | 2% | -2% | 22% | -3% | -6% | -1% | -0.2% | 5
Cc1cc(-c2cc(N)n(-c3ccccc3)n2)c(C)n1C1CCCC1
    ? | 87% | 2% | -2% | 107% | 9% | 2% | ? | -1% | 0.4% | -2
COCc1cc(Sc2cccc(Cl)c2Cl)nc(-c2ccccc2)n1
    1% | -40% | -9% | -7% | -5% | -25% | -25% | 17% | 3% | -0.2% | 0
O=C(CSCc1ccc(F)cc1)Nc1ccccc1C(=O)N1CCOCC1
    1% | 2% | 2% | -1% | 2% | -9% | -4% | -20% | 1% | -0.1% | 4
CC(=O)n1cc([C@@H]2C=C(C(=O)NCc3ccccc3)O[C@H](OCc3ccc(CO)cc3)C2)c2ccccc21
    -6% | -49% | -10% | . | -2% | -12% | 0% | 0% | -11% | 2.2% | 1
CCN1CCN(C(=O)CCCn2c(C)c3cnn(-c4ccccc4)c(=O)c3c2C)CC1
    3% | -4% | 3% | -3% | 2% | 1% | 6% | 1% | -2% | -0.1% | -2
CCOC(=O)N/N=C\c1ccc([N+](=O)[O-])o1
    -6% | -36% | -26% | -11% | -6% | -34% | -4% | 4% | 3% | -0.5% | 0
O=C(CCC1CCCN(Cc2ccncc2)C1)NCc1ccc(F)c(F)c1 (centres undefined)
    -9% | -1% | -1% | 0% | 0% | -20% | -4% | 0% | -1% | -0.1% | 6
COc1ccc(N2CCN(CCNC(=O)c3ccc(NC(=O)C4CCCO4)cc3)CC2)cc1 (centres undefined)
    -3% | -2% | 5% | -13% | 2% | 7% | -3% | 8% | -1% | -0.4% | 3
CCN(C(=O)COC(=O)/C=C/c1c(C)nn(-c2ccccc2)c1C)c1c(N)n(Cc2ccccc2)c(=O)[nH]c1=O
    . | -17% | 0% | -4% | 0% | 1% | . | . | . | . | .
CC1Cc2ccccc2N1C(=O)COC(=O)c1ccc(S(=O)(=O)N(C)C)cc1 (centres undefined)
    0% | 2% | 3% | 0% | -5% | 8% | 3% | 22% | 2% | -0.6% | 1
CCN(CC(=O)Nc1c(F)cccc1F)C(=O)CCNS(=O)(=O)c1ccccc1C(F)(F)F
    -2% | -1% | 1% | 2% | -4% | 8% | 12% | 1% | 0% | -0.1% | -1
COc1ccc(-n2ncc3c2CC(C)(C)CC3NC(=O)CN2CCOC2=O)cc1 (centres undefined)
    -3% | -20% | ? | -3% | -2% | 3% | -7% | -9% | 5% | 0.1% | 1
COc1ccccc1OCC(=O)NNC(=O)C(=O)N1CCCC1
    1% | -5% | 3% | 0% | -2% | -8% | -9% | 3% | 1% | -0.4% | 1
CCCNC(=S)Nc1cc2oc3ccccc3c2cc1OC
    2% | 39% | -5% | 1% | -5% | 0% | -2% | 4% | 1% | 0.0% | 5
Cc1nnc(SCC(=O)Nc2sc3c(c2C(N)=O)CCCC3)[nH]c1=O
    0% | 11% | 1% | 2% | 2% | 6% | 2% | 4% | 1% | 0.0% | -1
COc1ccccc1C(C(=O)NCc1ccccc1)N(C(=O)c1csnn1)C1CC1 (centres undefined)
    -3% | -12% | 7% | -1% | -1% | 5% | -9% | -3% | -1% | 0.2% | 2
Clc1cccc(Cl)c1CNCCCSc1ncccn1
    3% | 27% | -2% | -6% | 0% | -3% | 10% | 0% | 0% | 0.4% | -2
CN(C)S(=O)(=O)N1CCc2ccc(NC(=O)c3ccccc3Cl)cc2C1
    4% | 77% | -5% | -6% | 0% | 4% | 16% | . | 0% | 0.3% | 20
CC12CC3(C)CC(C)(C1)CC(C(N)=O)(C2)C3
    -2% | 0% | 15% | 0% | 5% | -12% | 4% | -1% | 4% | 0.0% | 1
COc1ccc(CCNC(=O)c2cc(S(=O)(=O)N(C)C)ccc2N2CCCC2)cc1
    -1% | -35% | -23% | -2% | -3% | 0% | 1% | 0% | 0% | -0.4% | -3
COc1ccc(C(=O)NNC(=O)CSc2nnc(C(C)C)n2C)cc1
    -17% | 0% | 4% | -10% | -3% | -11% | 1% | 2% | 2% | -0.2% | 1
Cc1cc(NC(=O)CSc2ccc3c(c2)OCCO3)no1
    -3% | -6% | 0% | -4% | 4% | ? | 8% | 5% | 0% | -1.0% | 11
Cc1cccc(NC(=O)/C(=C\c2cccs2)NC(=O)c2ccccc2)c1
    2% | 0% | 4% | -6% | 4% | -20% | -18% | 21% | 0% | -0.4% | 4
Cc1ccccc1-n1c(-c2csc(C)c2C)n[nH]c1=S
    1% | -15% | -2% | -3% | -3% | 2% | -1% | 3% | 1% | -0.5% | 2
O=C1c2ccccc2C(=O)N1CSc1nnc(Nc2ccccc2F)s1
    14% | 38% | 3% | -3% | -3% | 29% | 0% | 20% | 5% | 0.0% | 1
COc1cc2c(cc1OC)C(Cc1ccc(O)cc1)NCC2 (centres undefined)
    1% | -13% | -12% | -1% | 3% | 14% | 5% | -10% | 3% | -2.4% | 0
CCCCN(C(=O)C1COc2ccccc2O1)c1c(N)n(CCC)c(=O)[nH]c1=O (centres undefined)
    0% | -3% | 2% | -4% | 9% | -1% | 3% | 9% | 3% | -0.2% | .

Following part
Values run as follows: ELG1 genotox | BRCA1 expr act | uPA generation | TSG101-PTAP inh | S-ASM inh | a7 integrin act | Eya2 phos inh | p53 reactivator | USP2a inh | B2AR arrestin | TRPV1 agonist
CNC(=O)OCN1C(=O)C2CC=CCC2C1=O (centres undefined)
    . | -3% | 0% | -2% | 1% | -24% | . | . | . | . | .
CCCOC(=O)c1cccc(NC(=O)c2cccnc2)c1
    -1% | 7% | -2% | -5% | -6% | -1% | 9%[15.4 µM] | 4% | 0% | -0.3% | 11
O=C(Cc1c(F)cccc1Cl)OCC(=O)N1CCN(c2ccccc2)CC1
    -2% | 28% | -12% | -1% | -2% | -15% | -20% | 9% | 4% | 0.3% | .
CCN(CC(=O)NCc1ccc(F)cc1)C(=O)C1CCN(C(=O)Nc2ccccc2)CC1
    6% | 10% | . | -4% | -3% | -22% | 9% | 4% | 0% | 0.2% | 17
COc1ccccc1CCn1c(N)c(C#N)c2nc3ccccc3nc21
    -2% | -8% | 7% | 0% | i | 8% | -11% | -6% | -1% | -0.3% | 2
Cc1cccc(OCCC(=O)OC(C)C(=O)Nc2ccc(Cl)cn2)c1 (centres undefined)
    2% | 26% | -2% | -6% | -2% | -1% | 14% | 2% | 1% | -0.3% | 14
CCC(C)(C)NC(=S)Nc1ccc(-c2nc3ccc(C)cc3s2)cc1
    9.2µM* | -18% | -3% | -2% | 143%[activator] | -2% | 4% | ? | -7% | 0.7% | -10
COc1ccc(NC(=O)CC2C(=O)N(Cc3ccco3)C(=S)N2C(C)C)cc1 (centres undefined)
    -7% | -9% | 2% | 2% | 2% | -17% | 3% | -5% | 2% | -0.3% | 4
O=C(CN1CCC(C(=O)c2ccc(F)cc2)CC1)Nc1ccccc1
    -5% | -57% | -14% | . | 0% | -8% | 32% | -3% | 1% | 0.0% | 10
O=S(=O)(NC1=NCCCCC1)c1ccc(Cl)cc1
    3% | 19% | 6% | -2% | 1% | -20% | -7% | 4% | -1% | -0.1% | 2
CC(C)N(Cc1nc(-c2ccccc2)no1)C(=O)C(C)(C)C
    9% | 0% | -15% | 0% | -5% | -7% | -20% | 8% | 4% | 0.0% | 1
NC(=O)NC(=O)COC(=O)c1ccc2noc(-c3ccccc3)c2c1
    3% | 58% | -4% | -3% | 26% | -2% | -23% | 19% | 2% | -0.1% | 5
C(=N\C(/N=C/c1ccco1)c1ccco1)/c1ccco1
    -2% | 20% | -5% | -7% | -2% | -11% | 3%[15.4 µM] | 5% | 0% | -1.6% | 2

Screens from PubChem.
